GLP-1R inv ag: qHTS of GLP-1 Receptor Inverse Agonists (Inhibition Mode). Potency, µM (highest dose often 38.3 µM), for the others: at the top dose activity change, negative = inhibition, usual class: inhibitors. Glucagon-like peptide 1 receptor (Homo sapiens), P43220. 410,000 tested, 1.6% active. HEK293 GLP-1R CRE-luciferase, luminescence, 24 h; GLP-1R form is constitutively active. AID 624417, 2012; further: potency means the concentration at half of the fitted maximal effect; on the % scale 0 is the no-effect control and ±100 the full control effect; nearly all actives have a fitted effect of over 55% in size
Target sequence (P43220 whole entry, looked up): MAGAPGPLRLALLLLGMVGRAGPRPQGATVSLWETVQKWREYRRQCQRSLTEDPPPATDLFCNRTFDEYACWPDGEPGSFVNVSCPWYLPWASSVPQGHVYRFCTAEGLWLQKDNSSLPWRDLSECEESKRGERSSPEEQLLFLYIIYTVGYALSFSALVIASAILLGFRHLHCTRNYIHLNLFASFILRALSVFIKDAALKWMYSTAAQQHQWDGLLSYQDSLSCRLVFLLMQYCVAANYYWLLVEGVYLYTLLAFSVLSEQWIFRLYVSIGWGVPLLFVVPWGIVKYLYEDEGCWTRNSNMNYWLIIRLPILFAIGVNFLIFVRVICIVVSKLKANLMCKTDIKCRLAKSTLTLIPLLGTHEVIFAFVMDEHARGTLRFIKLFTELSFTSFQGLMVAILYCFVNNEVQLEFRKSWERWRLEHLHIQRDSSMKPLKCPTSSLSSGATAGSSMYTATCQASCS
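GLP-1R inverse agonism mode: basal reporter luminescence in engineered HEK293 cells measured after one day of compound exposure at 37 deg C, with a 12 min room-temperature detection step.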
aSyn rescue: qHTS of alpha-syn Inhibitors; Yeast expressing alpha-synuclein, growth rescue, BacTiter-Glo, 24 h; 370,000 tested, 0.14% active; AID 652106, 2013; Potency, µM (titrated, usually from 46.1 µM), for inactives: at the top dose growth rescue (activation), most hits filed as activators; further: potency means the concentration at half of the fitted maximal effect; % of control where 0% means no effect; nearly all actives have a fitted effect of over 65% in size
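Readout is rescue of growth in alpha-synuclein-expressing yeast, so inhibitors of toxicity appear as activators. Growth after 24 hr at 30 deg C in galactose medium is quantified by luminescence.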
KB-V1 cytotox: qHTS assay for MDR1-selective chemotherapeutics: Primary screen using the drug-selected MDR subline cells KB-V1. KB-V1 MDR cells viability, CellTiter-Glo, 72 h. Potency, µM (series often up to 46.1 µM), without a hit: at the top dose activity change, negative = cytotoxicity, most hits filed as cytotoxic. 400,000 tested, 3.4% active; further: potency means the concentration at half of the fitted maximal effect; on the % scale 0 is the no-effect control and ±100 the full control effect; nearly all actives have a fitted effect of over 60% in size
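Drug-selected KB-V1 cells, grown in DMEM lacking phenol red with 10% FBS, receive compound titrations; after three days at 37 degrees C, surviving cell ATP is quantified by CellTiter-Glo luminescence and responses normalized and curve-fitted.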
TDP-43 yeast inh: qHTS of TDP-43 Inhibitors. 410,000 tested, 1.8% active. AID 652104, 2013. Potency, µM (highest dose often 46.1 µM), for the others: top-dose growth rescue (activation), most hits filed as activators. TDP-43 expressing yeast growth rescue, BacTiter-Glo, 24 h; further: potency means the concentration at half of the fitted maximal effect; % of control where 0% means no effect; nearly all actives have a fitted effect of over 50% in size
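Yeast cells expressing TDP-43 under galactose induction are exposed to compounds for 24 hr at 30 deg C. BacTiter-Glo luminescence measures growth, so protective compounds score as activators.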
PTHR1 ag: qHTS for PTHR1 Agonists: Primary Screen | AID 743266, 2014 | HEK293 GP2 PTHR1 cells, GloSensor cAMP luminescence, 1 h | Potency, µM (titrated, usually from 115 µM), without a hit: at the top dose activation, actives largely listed as activators | 410,000 tested, 0.075% active | Parathyroid hormone/parathyroid hormone-related peptide receptor (Homo sapiens), Q03431; further: potency means the concentration at half of the fitted maximal effect; nearly all actives have a fitted effect of over 55% in size; some results filed as inactive show a strong effect at the top dose; inactives centre near -15; many of its hits are not listed in these tables
Target sequence (Q03431 whole entry, looked up): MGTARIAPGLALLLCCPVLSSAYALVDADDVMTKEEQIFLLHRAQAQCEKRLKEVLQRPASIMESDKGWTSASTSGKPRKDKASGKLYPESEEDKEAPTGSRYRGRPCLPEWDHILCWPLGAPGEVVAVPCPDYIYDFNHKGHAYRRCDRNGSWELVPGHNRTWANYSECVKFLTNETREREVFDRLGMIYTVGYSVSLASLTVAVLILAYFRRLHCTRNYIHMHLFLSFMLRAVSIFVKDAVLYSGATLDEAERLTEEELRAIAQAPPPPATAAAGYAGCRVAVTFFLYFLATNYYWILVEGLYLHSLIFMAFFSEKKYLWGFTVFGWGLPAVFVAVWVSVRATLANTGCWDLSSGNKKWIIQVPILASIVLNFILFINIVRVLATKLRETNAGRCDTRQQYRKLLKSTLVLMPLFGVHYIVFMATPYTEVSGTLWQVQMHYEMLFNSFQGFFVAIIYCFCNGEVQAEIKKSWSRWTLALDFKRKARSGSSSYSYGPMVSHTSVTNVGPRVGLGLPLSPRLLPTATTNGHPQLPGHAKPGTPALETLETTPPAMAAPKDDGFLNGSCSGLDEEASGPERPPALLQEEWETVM
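HEK-293-derived GP2 cells expressing PTHR1 and a GloSensor cAMP reporter, 3,000/well, plated overnight, given luciferin plus IBMX (each 0.5 mM as added) for 1 h at 37 °C, then compound for 1 h at 37 °C. Luminescence was read after 15 min at room temperature.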
DRD3 agonist: qHTS of D3 Dopamine Receptor Agonist: qHTS | D(3) dopamine receptor (Homo sapiens), P35462 | D3R DiscoveRx beta-arrestin cells, luminescence, 90 min | max activation, % | 410,000 tested, 0.58% active | AID 652048, 2013; in the data active means max activation above about 30%; further: 0% is about no effect; mostly tested at two doses, the higher about 12 µM
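Agonist-mode cell screen: cells plated at 1500/well and incubated overnight at 37 °C, then exposed to library compounds for 90 min at 37 °C. Detection reagent was added for 30–60 min at room temperature, and luminescence was read.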
HEK293 tox: qHTS of GLP-1 Receptor Inverse Agonists: Cytotox Screen. HEK293 cAMP-luciferase reporter cells, luminescence, 24 h. Potency, µM (highest dose often 38.3 µM), for the others: at the highest dose activity change, negative = inhibition, actives largely listed as inhibitors. 410,000 tested, 0.13% active. AID 624418, 2012;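 further: loss of luciferase light is scored as toxicity; potency means the concentration at half of the fitted maximal effect; on the % scale 0 is the no-effect control and ±100 the full control effect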
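Compound-treated cells are incubated 24 hr at 37 deg C under 5% CO2 after a 12 hour attachment period, then luciferase detection reagent is added and luminescence is measured following 12 min at room temperature; lowered signal indicates toxicity.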
DRD3 antagonist: qHTS of D3 Dopamine Receptor Antagonist: qHTS; D(3) dopamine receptor (Homo sapiens), P35462; D3R cells, DiscoveRx beta-arrestin luminescence, antagonist mode; active compounds read low; max response, negative = inhibition, %; 360,000 tested, 2.5% active; AID 652054, 2013; in the data active means max response below about -50%; inconclusive means no clear call, values can overlap the other calls; further: on the % scale 0 is the no-effect control and ±100 the full control effect; mostly tested at two doses, the higher about 12 µM
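Cells expressing the human receptor were seeded at 1500 cells/well, incubated overnight at 37 degrees C in 5% CO2, then exposed to library compounds with dopamine controls for 90 minutes at 37 degrees C before luminescent detection.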
GLP1R ag: qHTS of GLP-1 Receptor Agonists; Glucagon-like peptide 1 receptor (Homo sapiens), P43220; Potency, µM (top dose mostly 45.6 µM), inactives show at the highest dose activation, most hits filed as activators; HEK293 GLP-1R CRE-luciferase, luminescence, 4-6 h; cells express a hypersensitive GLP-1R form; 380,000 tested, 0.007% active; further: potency means the concentration at half of the fitted maximal effect; % of control where 0% means no effect
* hit, by the source's call; i = inactive; ? = inconclusive; / = no result given; [ ] = remark or other dose. Unless noted, the call rests on the fitted dose curve; in most records, active means well fitted curve in the direction sought with a large enough effect; inconclusive means small, poorly fitted or top-dose-only effect, or another doubt; inactive means no such curve, though single readings can be large; an effect the other way counts as inactive or inconclusive. This is a subset (hit frequency here may not be typical).

SMILES	GLP-1R inv ag	aSyn rescue	KB-V1 cytotox	TDP-43 yeast inh	PTHR1 ag	DRD3 agonist	HEK293 tox	DRD3 antagonist	GLP1R ag
COc1ccc(/C=N/n2c(N)c(S(=O)(=O)c3cccs3)c3nc4ccccc4nc32)cc1OC	?	/	13.7%	?	-20.4%	-0.3	7.2%	-14.3	-4.0%
CC1CCC(NC(=O)C2CCC(CNS(=O)(=O)c3ccccc3)CC2)CC1 (stereo not drawn)	1.1%	1.4%	-29.8%	5.3%	-6.5%	7.2	-4.6%	13.5	-2.4%
N#C/C(=C/c1cn(-c2ccccc2)nc1-c1cccc(OCc2ccccc2)c1)C(=O)NCCCn1ccnc1	?	-40.5%[inhibitor]	9.2µM*	-14.6%	-5.2%	5.6	?	-13.7	-1.7%
c1ccc(Oc2cccc(CN3CCOCC3)c2)cc1	-10.9%	-1.7%	-9.0%	-20.7%	?	-26.3	?	-22.0	0.3%
Cc1occc1-c1nnc(SCC(=O)NC2CC2)n1C(C)C	-6.2%	2.1%	17.5%	20.3%	3.3%	-6.5	-15.0%	7.5	-2.8%
CCOC(=O)N1CCN(C(=O)CNC(=O)c2nn(-c3ccc(OC)cc3OC)c(=O)c3ccccc23)CC1	4.2%	-3.0%	-0.5%	-2.5%	-6.6%	1.8	-6.8%	5.3	9.0%
N#Cc1nc(Cc2cccc3ccccc23)oc1NCCN1CCCCC1	-11.2%	7.7%	-5.3%	-17.3%	-12.4%[57.5 µM]	-22.2	-12.4%	-18.1	-3.4%
CN(C)c1ccc2c(c1)OC(N)=C(C#N)C2c1cccc(F)c1 (stereo not drawn)	?	0.6%	?	17.1%	29.4%[57.5 µM]	0.3	224.5%[activator]	19.9	16.7%
O=C(NC1CCCCCC1)c1ccco1	3.1%	-1.9%	14.8%	6.4%	-2.6%	3.1	0.7%	-2.8	-3.6%
O=C(O)c1ccccc1-c1ccccc1C(=O)Nc1cccc(-c2nc3ccccc3o2)c1	29.4%	-40.3%[inhibitor]	-5.7%	-1.2%	-8.7%	-16.8	-12.2%	-0.9	1.8%
COc1ccc(NC(=O)c2ccc3ccccc3n2)cc1S(=O)(=O)Nc1ccccc1Cl	-2.1%	3.7%	-20.3%	-17.4%	i	0.0	-14.6%	-19.7	2.5%
CN1CCN(CCCNC(=O)c2ccc(/C=C3\Oc4ccccc4N(Cc4ccc(Cl)cc4)C3=O)cc2)CC1	?	-7.1%	0.0%	?	-22.8%	-5.0	5.3%	-5.8	-8.9%
COc1ccccc1-n1cc(CN2CCN(CC(C)C)C(CCO)C2)cn1 (stereo not drawn)	-6.4%	-5.1%	-15.1%	/	-4.3%	-20.3	-5.5%	-19.7	3.3%
Cc1cc(C)c(NC(=O)C2CCN(c3nn4c(=O)cc(C)nc4s3)CC2)c(C)c1	-0.3%	/	0.0%	5.1%	i	-0.7	0.7%	/	/
Cc1ccc(Cn2c(C)c3cnn(CC(=O)NCc4ccccc4)c(=O)c3c2C)cc1	?	/	-13.6%	8.7%	-42.3%[inhibitor]	-1.6	?	/	/
COC(=O)C1=C(C)NC(C)=C(C(=O)OC)C1/C=C/c1ccccc1	0.0%	3.3%	-14.6%	2.6%	i	2.9	1.7%	-7.8	16.3%
O=C(/C=C/c1ccc(Cl)cc1Cl)N1CCN(c2ccc([N+](=O)[O-])c(N3CCOCC3)c2)CC1	1.0%	-6.9%	?	?	i	-1.3	?	63.1	-1.2%
CC(C)CC(=O)NCC(C)NC(=O)CC(C)C (stereo not drawn)	12.7%	-5.2%	12.0%	8.4%	-24.4%	-0.2	-13.5%	8.5	1.1%
Cc1ccc(O)c(-c2ccnc3cc(-c4ccc(Cl)cc4)nn23)c1	16.3%	/	24.8%	18.1%	-5.3%	23.7	-5.1%	/	3.0%
CC(NS(=O)(=O)c1ccccc1)C(N)=O (stereo not drawn)	0.0%	0.0%	5.1%	-10.3%	?	4.0	0.1%	-6.0	2.1%
CCC(=O)Nc1cc2nn(-c3ccc(OC)cc3)nc2cc1C	0.8%	-0.8%	-2.9%	-12.8%	-11.7%	1.5	28.1%	-16.3	-7.8%
COC(=O)CCNC(=O)Cc1c(C)n(C(=O)c2ccc(Cl)cc2)c2ccc(OC)cc12	?	1.6%	-28.2%	1.6%	-15.9%	3.2	-16.1%	-0.9	1.3%
CCC(C)NC(=O)Cn1nc(C(F)(F)F)c2c1CCCC2 (stereo not drawn)	-5.4%	-10.3%	-0.7%	-7.1%	-0.5%[57.5 µM]	2.0	58.8%[activator]	1.0	1.3%
O=C(Nc1cccc([N+](=O)[O-])c1)C1C2/C=C\CCCCC21 (stereo not drawn)	4.0%	-1.3%	?	18.6%	-25.4%	-7.5	-8.0%	22.4	3.0%
CC(=O)Nc1ccc(NC(=O)CCn2c(=S)oc3ccccc32)cc1	20.3%	-1.9%	?	-10.5%	-19.5%	1.9	-6.5%	-11.5	-2.0%
Cc1ccc2c(c1)N(C(=O)CCC(=O)NCc1cccs1)CC(C)O2 (stereo not drawn)	-9.2%	/	2.9%	17.5%	-7.4%	6.5	5.0%	/	/
CC1(C)CC2(CCCN(C(=S)Nc3ccccc3)C2)CCO1 (stereo not drawn)	-10.8%	3.4%	-22.3%	0.5%	-14.8%	-0.8	1.0%	-6.3	6.3%
CC(C)CCSc1nnc2n(-c3ccccc3)c(=O)c3c4c(sc3n12)CC(C)CC4 (stereo not drawn)	6.2%	/	/	3.9%	?	0.5	1.1%	/	/
CC(C)CC1NC(=O)N(CC(=O)Nc2ccc3c(c2)CCC3)C1=O (stereo not drawn)	-7.5%	0.5%	6.8%	-15.4%[0.397 µM]	i	-9.2	1.5%	0.0	-4.1%
COC(=O)NNC(=S)Nc1cc(OC)ccc1OC	2.1%	-9.5%	1.8%	0.0%	i	-3.5	-15.3%	-141.2*	1.1%

A different layout for part of the listing above:
canonical_smiles | GLP-1R inv ag | aSyn rescue | KB-V1 cytotox | TDP-43 yeast inh | PTHR1 ag | DRD3 agonist | HEK293 tox | DRD3 antagonist | GLP1R ag
CC(C)CC1NC(=O)N(CC(=O)Nc2ccc3c(c2)CCC3)C1=O (stereo not drawn) | -7.5% | 0.5% | 6.8% | -15.4%[0.397 µM] | i | -9.2 | 1.5% | 0.0 | -4.1%
Cc1ccc2c(c1)N(C(=O)CCC(=O)NCc1cccs1)CC(C)O2 (stereo not drawn) | -9.2% | / | 2.9% | 17.5% | -7.4% | 6.5 | 5.0% | / | /
CC(=O)Nc1ccc(NC(=O)CCn2c(=S)oc3ccccc32)cc1 | 20.3% | -1.9% | ? | -10.5% | -19.5% | 1.9 | -6.5% | -11.5 | -2.0%

Later entries.
SMILES	GLP-1R inv ag	aSyn rescue	KB-V1 cytotox	TDP-43 yeast inh	PTHR1 ag	DRD3 agonist	HEK293 tox	DRD3 antagonist	GLP1R ag
O=C(CN1CCOCC1)NCC12CC3CC(CC(C3)C1)C2	2.2%	1.0%	-7.2%	-1.6%	-2.3%[57.5 µM]	1.5	5.6%	?	4.3%
O=C1c2ccccc2C(=O)N1CCC1=CCCCC1	?	5.9%	0.0%	22.0%	-31.9%[inhibitor]	-1.0	-5.9%	-3.6	5.5%
Cc1ccc(NC(=O)C2(c3cccs3)CCOCC2)cc1Cl	?	/	0.4%	28.0%	-26.9%	-12.7	2.8%	/	/
CSCCC(NS(=O)(=O)/C=C/c1ccccc1)C(=O)O (stereo not drawn)	18.7%	-2.5%	22.7%	/	i	-14.3	-8.2%	?	-0.4%
CCOc1ccccc1N1CCN(C(=O)c2ccc(-c3ccc(OC(C)=O)cc3)cc2)CC1	?	1.0%	24.6%	20µM*	-16.4%	18.2	19.1%	5.9	21.7%
O=C(OCC(=O)c1cccc2ccccc12)c1ccc(CO)cc1	?	16.5%	-5.6%	14.1µM*	i	9.1	-2.8%	16.5	3.8%
COc1cc2c3c(cccc3c1)C(=O)N(CCN1CCCC1)C2=O	4.47µM*	0.7%	10.3µM*	0.0%	i	-0.7	-7.9%	-0.4	-8.5%
O=C(O)CSc1nnc(Cn2c(=O)sc3ccccc32)n1-c1cccc(Cl)c1	0.0%	2.3%	1.2%	-14.1%	i	17.6	3.4%	16.0	-0.7%
Cc1ccc(-c2nc3c(Cl)cc(C(F)(F)F)cn3c2Cc2ccccc2C(F)(F)F)cc1	-46.0%	-5.4%	7.9%	14.0%	-21.5%	-7.2	-14.8%	-26.0	-3.0%
C=CCN=C1S/C(=C\c2ccc(Cl)cc2)C(=O)N1CC=C	-53.1%	14.3%	2.2%	-11.5%[1.82 µM]	i	16.9	1.2%	23.7	37.9%
Cc1ccc(-n2ncc3c(N(C)Cc4ccccc4)ncnc32)cc1	-8.6%	/	-21.2%	?	-95.8%[inhibitor]	6.3	2.7%	/	/
CCOc1cc2sc(N3CCC(C(=O)NCCCN4CCCC4=O)CC3)nc2cc1Br	-22.8%	-7.2%	-9.2%	11.7%	-49.3%[inhibitor]	5.2	-22.6%	-10.2	-5.0%
CC1Cc2ccccc2N1C(=O)CSc1nnnn1C (stereo not drawn)	1.2%	0.2%	0.1%	-3.1%	6.3%	0.0	5.9%	4.7	-1.0%
CSc1ccc(CN2CCC(Oc3cccc(C(=O)N4CCCC4)c3)CC2)cc1	?	12.2%	?	-4.2%	-20.4%	-6.8	-24.5%	-18.0	8.8%
